JMJD2E inh – inhibitors of human JMJD2E histone demethylase. B2RXH2. JMJD2E catalytic domain, FDH-coupled NADH fluorescence (FDH is formaldehyde dehydrogenase). Potency, µM (highest dose often 57.1 µM), for the others: top-dose activity change, negative = inhibition, usual class: inhibitors. 1.6% of 230,000 active; active means well fitted inhibition curve with a large enough effect, not every such curve was filed as active; inconclusive means small, poorly fitted or top-dose-only effect, or another doubt; inactive means no such curve, though single readings can be large or run the other way;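 further: 0% = wells with enzyme and -100% = buffer wells without enzyme; nearly all actives have a fitted effect of over 50% in size; many of its hits are not listed in these tables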
KinaseGlo FLuc – counter-screen: inhibitors of Kinase-Glo firefly luciferase | Q27757 | Kinase-Glo luciferase, ATP luminescence, 8 min | Potency, µM (highest dose often 38.3 µM), for the others: top-dose activity change, negative = inhibition, usual class: inhibitors | 0.28% of 200,000 active | AID 1379; further: on the % scale 0 is the no-effect control and ±100 the full control effect; nearly all actives have a fitted effect of over 60% in size
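Inhibition of Kinase-Glo luciferase light generation was assessed at 10 uM ATP in pH 7.2 imidazole buffer, with luminescence measured after eight minutes at ambient temperature.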
SMN2 splice enh – increases expression of the SMN2 splice variant; 2.8% of 210,000 active; HEK293 SMN2-luciferase splicing reporter, luminescence, 30-36 h; Potency, µM (top dose mostly 46.1 µM), for inactives: at the highest dose activity change, positive = activation, actives largely listed as activators; further: % of control where 0% means no effect; nearly all actives have a fitted effect of over 55% in size
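HEK293 cells carry an SMN2 minigene-luciferase reporter in which exon 7 inclusion puts luciferase in frame. Cells were seeded at 2000 cells/well, attached for 10-12 hours, then exposed to compounds for 30-36 hours at 37C before ONE-Glo luminescence.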
Tau fibril ThT – tau fibrillization inhibition (ThT binding); Potency, µM (doses to about 57.4 µM), for inactives: top-dose activity, negative = inhibition, most hits filed as inhibitors; recombinant tau K18 P301L, heparin-induced fibrillization, ThT fluorescence; P10636; 2.1% of 270,000 active; further: on the % scale 0 is the no-effect control and ±100 the full control effect; nearly all actives have a fitted effect of over 55% in size
Target sequence (P10636 561-689 P618L limits assumed): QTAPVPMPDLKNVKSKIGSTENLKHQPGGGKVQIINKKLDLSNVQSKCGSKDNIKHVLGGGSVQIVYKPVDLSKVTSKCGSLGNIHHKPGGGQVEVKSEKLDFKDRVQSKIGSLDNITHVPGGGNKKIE
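Using a mix of unlabeled (15 uM) and Alexa 594-labeled (0.24 uM) tau K18 P301L, heparin-triggered fibrillization over 6 hr at 37 C was scored by ThT fluorescence.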
LMNA splice mod – LMNA splicing modulation; HeLa LMNA splicing GFP/RFP minigene ratio, 48 h; Potency, µM (top dose mostly 46.1 µM), for inactives: at the top dose ratio change, negative = inhibition, hits mostly inhibitors; 0.01% of 200,000 active; AID 1487; active means well fitted inhibition curve with a large enough effect in the signal ratio, with a control signal flat, not every such curve was filed as active; inconclusive means small, poorly fitted or top-dose-only effect, or effect the other way, or a change in a side signal; the % refers to the signal ratio; further: on the % scale 0 is the no-effect control and ±100 the full control effect
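Read-out is the ratio of GFP to DsRed2 object intensity, acquired by 488 nm laser-scanning cytometry on HeLa lamin A-EGFP minigene reporter cells. Compound incubation 48 hrs at 37 °C in Opti-MEM with 2% FBS; DMSO 0.5% final.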
L3MBTL1 inh – L3MBTL1 (human) inhibition; 0.66% of 230,000 active; Q9Y468; AlphaScreen L3MBTL1–H3K9me1 peptide binding; AID 485360; Potency, µM (titrated, usually from 57.1 µM), inactives show at the top dose activity, negative = inhibition, most hits filed as inhibitors; further: on the % scale 0 is the no-effect control and ±100 the full control effect; nearly all actives have a fitted effect of over 60% in size
Target sequence (Q9Y468 whole entry, looked up): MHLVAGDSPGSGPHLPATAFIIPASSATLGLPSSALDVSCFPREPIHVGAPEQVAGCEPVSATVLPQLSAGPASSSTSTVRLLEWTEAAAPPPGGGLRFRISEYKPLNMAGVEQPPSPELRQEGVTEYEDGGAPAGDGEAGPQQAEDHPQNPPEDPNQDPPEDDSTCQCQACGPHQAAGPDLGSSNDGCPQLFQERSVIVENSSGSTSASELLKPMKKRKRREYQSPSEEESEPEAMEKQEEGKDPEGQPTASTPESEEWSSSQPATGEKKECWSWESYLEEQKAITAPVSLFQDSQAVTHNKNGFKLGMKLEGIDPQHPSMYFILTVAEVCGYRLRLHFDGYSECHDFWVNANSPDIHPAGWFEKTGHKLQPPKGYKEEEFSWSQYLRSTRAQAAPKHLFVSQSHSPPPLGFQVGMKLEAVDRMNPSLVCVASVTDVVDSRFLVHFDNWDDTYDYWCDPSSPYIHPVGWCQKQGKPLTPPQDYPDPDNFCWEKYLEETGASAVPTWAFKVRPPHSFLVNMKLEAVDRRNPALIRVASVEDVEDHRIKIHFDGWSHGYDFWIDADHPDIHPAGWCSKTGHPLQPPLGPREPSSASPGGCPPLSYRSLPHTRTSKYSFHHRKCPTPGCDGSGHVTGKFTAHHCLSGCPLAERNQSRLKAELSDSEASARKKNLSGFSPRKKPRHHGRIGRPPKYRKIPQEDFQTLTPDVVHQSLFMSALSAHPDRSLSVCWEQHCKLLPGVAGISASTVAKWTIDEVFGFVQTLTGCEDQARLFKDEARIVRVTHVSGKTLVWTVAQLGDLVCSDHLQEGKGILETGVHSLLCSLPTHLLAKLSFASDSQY
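Read-out is AlphaScreen signal from streptavidin donor and nickel chelate acceptor beads (10 ug/mL final each) bridging L3MBTL1 (50 nM) and biotinylated K9-monomethylated H3(1-15) peptide (75 nM), after 30 min compound exposure at room temperature.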
RECQ1 helicase – blocks DNA unwinding by human RECQ1. RECQ1 DNA unwinding, red fluorescence kinetic read. Potency, µM (top dose mostly 57.3 µM), inactives show at the top dose activity, negative = inhibition, most hits filed as inhibitors. 0.54% of 240,000 active. AID 2549;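 further: plate controls were vehicle for no effect and no enzyme for full effect; nearly all actives have a fitted effect of over 30% in size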
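50 nM RECQ1T1 preincubated 15 min with compound in Tris pH 8.0 buffer with MgCl2, DTT, Tween-20 and 2.5 ug/ml poly(dI-dC); started with 200 nM TAMRA/BHQ-2 forked duplex and 2 mM ATP. Unwinding read as fluorescence (525/598 nm), two reads 2 h apart.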
ALDH1A1 inh – blocks purified human ALDH1A1 activity; Potency, µM (highest dose often 75.3 µM), without a hit: at the top dose activity, negative = inhibition, usual class: inhibitors; AID 1030; Purified ALDH1A1, NADH fluorescence, propionaldehyde substrate; P00352; 7.3% of 220,000 active; active means well fitted inhibition curve with a large enough effect, not every such curve was filed as active; inconclusive means small, poorly fitted or top-dose-only effect, or another doubt; inactive means no such curve, though single readings can be large or run the other way;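 further: plate controls were no enzyme wells and a reference inhibitor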
* marks the source's active call; other numbers are inactive results; i = inactive; ? = inconclusive; · = no result given; & = joins results of further samples; [ ] = remark or other dose. Unless noted, the call rests on the fitted dose curve; in most records, active means well fitted curve in the direction sought with a large enough effect; inconclusive means small, poorly fitted or top-dose-only effect, or another doubt; inactive means no such curve, though single readings can be large; an effect the other way counts as inactive or inconclusive. Potency means the concentration at half of the fitted maximal effect.

SMILES	JMJD2E inh	KinaseGlo FLuc	SMN2 splice enh	Tau fibril ThT	LMNA splice mod	L3MBTL1 inh	RECQ1 helicase	ALDH1A1 inh
COc1cc(C(=O)COC(=O)CNC(=O)C2CCCCC2)cc(OC)c1OC	5%	-3%	-13%	-4%	1%	·	-6%	3%
COc1ccc(OC)c(C2C(C(=O)c3cc4ccccc4o3)=C(O)C(=O)N2c2cc(C)on2)c1 (configuration not stated)	?	0%	-6%	?	?	-9%	-8%	?
Cc1ccc(Cn2ncc(C)c2N)o1	5%	-2%	·	-6%	·	3%	-5%	8%
CCCc1cc(=O)[nH]c(SCc2csc(-c3ccccc3)n2)n1	0%	2%	2%	?	?	5%	i	-7%
Brc1csc(/C=N/Nc2nc3ccccc3s2)c1	4%	-4%	2.8µM*	?	?	-12%	i	4%
CCC1=NN2C(=N)/C(=C\c3cccn3-c3ccc(Cl)cc3)C(=O)N=C2S1	-3%	1%	-12%	?	·	·	-3%	?
CC(C)CC(CO)N1CCN(C(=O)c2ccc(C(C)(C)C)cc2)CCC1=O (configuration not stated)	-6%	-2%	-19%	0%	?	25%	-13%	?
CCC(C)(C)n1nnnc1C(c1ccccn1)N1CCOCC1 (configuration not stated)	-5%	12%	0%	-8%	6%	5%	-10%	13%
O=C(CCC(=O)OCCCC(F)(F)C(F)(F)F)Nc1ccc(Cl)cc1Cl	-2%	-1%	-9%	-7%	7%	·	i	2%
Cc1ccc(CNC(=O)CN2C(=O)COc3ccc(C)cc32)cc1	-1%	7%	-11%	-2%	1%	9%	-7%	3%
CSc1ccccc1C(=O)C1CCCN(Cc2cnn(-c3ccccc3)c2)C1 (configuration not stated)	6%	·	·	-8%	·	-3%	-12%	?
COc1ccccc1CNCC(O)(c1ccc(Cl)cc1)c1ccc(Cl)cc1	5%	-3%	-10%	-14%	?	6%	-10%	3%
CCC1=C2CC[C@H]3C(=O)NC(=O)[C@H]3[C@H]2[C@@]2(C)C(=NCC(=O)OC)OC(=O)N2C1=O	-16%	-3%	-12%	-5%	·	·	-10%	-3%
CC1=NCCN1S(=O)(=O)c1cc([N+](=O)[O-])ccc1Cl	0%	4%	8%	-2%	0%[46 µM]	0%	-4%	7.9µM*
COc1ccc(C(=O)c2ccc(Br)cc2)c2ccccc12	0%	0%	-19%	2%	-2%	8%	-12%	5%
COc1ccc(S(=O)(=O)Cc2ccc(C(=O)N3CCN(c4ccccn4)CC3)o2)cc1	-5%	-2%	-8%	-18%	-1%	·	-14%	-2%
Cc1cc2c(=O)n(CC(=O)N3CCN(c4ccc(F)cc4)CC3)cnc2s1	4%	-2%	-9%	-18%	-9%	4%	-5%	11%
Cn1c(C(=O)N2CCCC(C(=O)NCCCSC3CCCCC3)C2)cc2sccc21 (configuration not stated)	1%	1%	-48%[inhibitor]	?	?	-6%	i	1.3µM*
CCn1c(NC(=O)c2cccc(Cn3cc(Cl)cn3)c2)nc2ccccc21	?	0%	-52%[inhibitor]	-11%	?	-3%	i	36%[activator]
CSc1nc2nc3c(cc2c(=O)n1-c1ccccc1C)CCCC3	-22%	·	·	-5%	·	-6%	4%	·
COc1ccc(-c2cc(C(=O)NC(Cc3c[nH]c4ccccc34)C(=O)O)c(C)o2)cc1OC (configuration not stated)	?	1%	?	?	-15%	-8%	-4%	-7%
COC(=O)Cc1cc(=O)oc2c(C)c(O)ccc12	?	7%	3%	-12%	-6%	-1%	-2%	?
Cc1nn(C)c(C)c1S(=O)(=O)Nc1ccc2c(c1)OCO2	-8%	-6%	0%	?	-5%	-5%	4%	-7%
COc1cc(CNCc2ccccn2)ccc1OCc1c(Cl)cccc1Cl	0%	3%	-21%	-11%	8%	?	-9%	-6%

Exported as labelled records: 2 of the compounds above.
COc1ccc(S(=O)(=O)Cc2ccc(C(=O)N3CCN(c4ccccn4)CC3)o2)cc1
  JMJD2E inh: -5%
  KinaseGlo FLuc: -2%
  SMN2 splice enh: -8%
  Tau fibril ThT: -18%
  LMNA splice mod: -1%
  L3MBTL1 inh: ·
  RECQ1 helicase: -14%
  ALDH1A1 inh: -2%

Cc1nn(C)c(C)c1S(=O)(=O)Nc1ccc2c(c1)OCO2
  JMJD2E inh: -8%
  KinaseGlo FLuc: -6%
  SMN2 splice enh: 0%
  Tau fibril ThT: ?
  LMNA splice mod: -5%
  L3MBTL1 inh: -5%
  RECQ1 helicase: 4%
  ALDH1A1 inh: -7%

More results follow.
SMILES	JMJD2E inh	KinaseGlo FLuc	SMN2 splice enh	Tau fibril ThT	LMNA splice mod	L3MBTL1 inh	RECQ1 helicase	ALDH1A1 inh
COC(=O)COn1c(SCC(=O)OC)nc2ccccc2c1=O	-8%	-1%	-4%	4%	-9%	-6%	-5%	?
O=C(NC1CCCCC1)C1CCC(CNS(=O)(=O)c2cccc3nsnc23)CC1 (configuration not stated)	-4%	0%	-5%	-6%	-6%	·	-3%	?
O=C1/C(=C/c2cccc([N+](=O)[O-])c2)CSc2ccc(Cl)cc21	?	·	·	-3%	4%[46 µM]	7%	-6%	3%
Cc1cccc(NC(=O)CSc2nc3nc(C)cc(C)c3c(=O)[nH]2)c1	9%	-4%	10%	?	0%	11%	-9%	?
COc1ccc2c(c1)nc(SCC(=O)C(C)(C)C)n2C	-3%	0%	-6%	-8%	5%	10%	-1%	?
Fc1ccccc1COc1ccc2ccccc2c1CNc1nn[nH]n1	?	0%	7%	-4%	?	3%	i	-12%
O=C(OCc1csc(-c2ccccc2)n1)c1ccccc1O	?	-12%	20%	-15%	-8%[46 µM]	66%[activator]	-20%	-2%
COc1ccc(NC(=O)Cn2nnc(-c3ccccc3NS(=O)(=O)c3ccccc3)n2)cc1	-2%	-1%	-58%[inhibitor]	13%	?	-11%	-9%	5%
COc1ccc(C(=O)NC(Oc2ccccc2)C(Cl)(Cl)Cl)cc1 (configuration not stated)	14%	5%	-1%	1%	0%	12%	-6%	?
CCOC(=O)CC(=O)CSc1nc(-c2cccnc2)ccc1C#N	·	-4%	18%	?	?	7%	-3%	?
CC(C)c1ccc(O)c(N)c1	-16%	0%	-19%	3%	-8%	2%[11.4 µM]	-18%	28µM*
OCCNCC12CC3CC(CC(C3)C1)C2	-3%	-3%	1%	9%	?	3%	15%	2%
Clc1ccc(-c2nn3c(-c4ccccc4)nnc3s2)cc1	1%	-1%	-26%	-6%	9%	-12%	-1%	?
Cc1ccc(NC(=O)Nc2ccc(Cl)cc2)c(Br)c1	5%	2%	?	18%	-6%	7%	-5%	25%
CC(=O)Nc1ccc(C(=O)CSc2nnc(Cn3nnc4ccccc43)n2C)cc1	6%	0%	-16%	-4%	2%	3%	-12%	?
Cc1c(N=Cc2c(O)n(Cc3ccco3)c(=O)c3ccccc23)c(=O)n(-c2ccccc2)n1C	-8%&-27%	-2%&1%	-27%&-2%	?	?	-8%&-22%	-10%&-5%	-12%
O=C(O)c1ccc(NC(=O)c2cn(-c3ccccc3)nc2-c2ccc(F)cc2)cc1	-28%	·	·	7%	·	·	-5%	17%
CCOC(=O)c1sc(NC(=O)CSc2n[nH]c(-c3ccccc3)n2)c(C#N)c1C	?	2%	-44%[inhibitor]	?	-23%	-14%	i	2.8µM*
Cc1ccccc1NC(=S)N(CCN1CCCCCC1)Cc1cccs1	-1%	3%	-5%	2%	7%[9.22 µM]	-17%	-8%	-11%
O=C1CCCC2=C1C(c1ccccc1)n1c(s/c(=C/c3cccc(F)c3)c1=O)=N2 (configuration not stated)	?	17%	-25%	?	-4%	·	-10%	0%
CC[C@H](C)[C@@H](C(=O)N1CCNCC1)n1cc([C@@H](N)CC(C)C)nn1	4%	·	·	3%	·	8%	i	6%
O=c1c(Cl)c(N2CCN(c3ccc(F)cc3)CC2)cnn1-c1nc2ccccc2s1	6%	-3%	13µM*	?	-4%	10%	-1%	15%
Cc1nc2ccccn2c1C(=O)NNS(=O)(=O)c1ccc(C(C)(C)C)cc1	0%	7%	-76%[inhibitor]	5%	?	-16%	i	1.1µM*
Cc1ccc(S(=O)(=O)N(CC(=O)N/N=C/c2ccco2)c2cc(Cl)cc(Cl)c2)cc1	-7%	0%	3%	-8%	-14%	-7%	-7%	?
O=C(CS(=O)c1cccc(C(F)(F)F)c1)Nc1ccc(Cl)cc1Cl (configuration not stated)	3%	1%	-11%	-5%	-15%	6%	-1%	2%
Cc1c(NC(=O)c2cccs2)cccc1[N+](=O)[O-]	14%	2%	-4%	-8%	15%[46 µM]	4%	17%	2%
COc1ccc(/C=N/Nc2nc3ccccc3o2)cc1O	-4%	-1%	?	?	14%	·	-6%	-1%
CC(C)(C)OC(=O)N1CCCC(C(=O)CC#N)C1 (configuration not stated)	1%	1%	-13%	?	6%	0%	i	?
O=C(N(c1ccccc1)c1ccccc1)N(c1ccccc1)c1ccccc1	-3%	·	·	-17%	·	2%	-6%	-13%
O=C(CN(Cc1ccccc1)C(=O)c1csnn1)NCc1ccccc1	10%	-1%	-12%	3%	5%[46 µM]	6%	i	-6%
O=C(Nc1ccc2c(c1)CCC2)Nc1ccc2c(c1)OCO2	4%	-3%	13µM*	?	·	·	i	5%
Cc1nnc(SCC(=O)Nc2ccccc2)[nH]c1=O	-3%	-1%	31%	-16%	-3%	·	-4%	-6%
Cc1onc(C(=O)NN)c1-c1csc(COc2ccccc2)n1	34%[activator]	·	·	-5%	·	3%	-17%	-6%
O=c1[nH]cnc2sc3c(c12)CCCC3	-20%	-3%	26%	6%	8%	·	-8%	-15%
Cc1cc(NC(=O)CSc2nnc(-c3ccccc3)c(-c3ccccc3)n2)no1	-2%	4%	-27%	0%	·	3%	-2%	2%
Cc1cc(C)n2ncc(C(=O)O)c2n1	?	0%	3%	-1%	·	13%	i	2%
O=S(=O)(NCC(c1ccco1)N1CCN(c2ccccc2)CC1)c1ccc(F)cc1 (configuration not stated)	-12%	·	·	-19%	-23%	-11%	-3%	2%
O=[N+]([O-])c1ccc2nc(-c3ccccc3)oc2c1	1%	-24%	11µM*	?	5%[46 µM]	?	-3%	?
CN(CC(=O)Nc1ccc2c(c1)OCCO2)S(=O)(=O)c1ccc(Br)s1	4%	-2%	1%	-14%	-6%	·	i	?
CN(CC(=O)NCCc1ccccc1)S(=O)(=O)c1ccccc1	5%	1%	9%	1%	-8%[46 µM]	4%	i	21%

An excerpt (hit frequency here may not be typical).
